hcGAS inh – inhibitors of human cGAS | 0.081% of 290,000 active | inhibition, % at 12.5 µM | Q8N884 | recombinant h-cGAS, ATP depletion, Kinase-Glo luminescence;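 also: 0% = vehicle reaction and 100% = reaction without DNA for no activity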
Target sequence (Q8N884 whole entry, looked up): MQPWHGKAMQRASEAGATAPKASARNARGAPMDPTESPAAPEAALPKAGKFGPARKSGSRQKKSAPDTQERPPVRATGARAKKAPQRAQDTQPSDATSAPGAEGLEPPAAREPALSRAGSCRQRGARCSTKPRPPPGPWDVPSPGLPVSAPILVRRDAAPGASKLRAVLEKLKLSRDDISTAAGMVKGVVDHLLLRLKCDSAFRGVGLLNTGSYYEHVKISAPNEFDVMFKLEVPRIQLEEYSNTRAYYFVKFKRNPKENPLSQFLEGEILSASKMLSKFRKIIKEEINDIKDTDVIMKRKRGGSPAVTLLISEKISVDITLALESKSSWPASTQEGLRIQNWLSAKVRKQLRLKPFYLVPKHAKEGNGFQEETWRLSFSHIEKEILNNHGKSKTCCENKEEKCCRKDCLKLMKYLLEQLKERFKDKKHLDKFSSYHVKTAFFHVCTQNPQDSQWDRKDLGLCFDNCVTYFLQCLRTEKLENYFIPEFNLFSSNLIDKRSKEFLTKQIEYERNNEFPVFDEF
mcGAS lum – inhibitors of mouse cGAS; Q8C6L5; recombinant cGAS, Kinase-Glo ATP depletion luminescence; inhibition, % at 12.5 µM; 0.15% of 160,000 active; AID 1259399;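 also: 0% = negative control wells and 100% = reference inhibitor with no enzyme activity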
NPYLR7 agonist – mosquito NPYLR7 agonism | HEK293T NPYLR7/Galpha15, GCaMP6s calcium fluorescence | activation, % at 10 µM | 0.15% of 270,000 active | AID 1259423; in the data active = activation above about 40%;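 also: 0% = vehicle and 100% = reference agonist at the receptor; some compounds past the cut are filed as inactive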
Numbers without * were called inactive; x = not tested or not shown. Rule as the data show it, unless noted: active = inhibition above about 40%; inactive = the rest.

compound	hcGAS inh	mcGAS lum	NPYLR7 agonist
Fc1ccc(NN=Cc2c[nH]c3ccccc23)c(F)c1	-2	x	6
O=C(c1csc(CSc2nnc(-c3ccccc3Cl)n2-c2ccccc2Cl)n1)N1CCN(c2ccccc2Cl)CC1	-11	-6	10
COc1ccc(S(=O)(=O)NC(C)c2nnc(SCc3ccc(F)cc3)n2-c2cc(Cl)ccc2C)cc1 (stereo not drawn)	-10	-6	-3
CCOc1cc(C(=O)NCC2CCCN2CC2CCCCC2)ccc1OC (stereo not drawn)	-8	-17	-7
CCCC(O)CN1CCC(=O)N(CC2CC2)Cc2cc3c(cc21)OCO3 (stereo not drawn)	7	-4	11
CC(=O)Nc1ccc(Cl)c(C(=O)N2CCS(=O)(=O)CC2)c1	-5	-17	30
N#Cc1c(NC(=O)CN2CCN(CC(=O)N3CCOCC3)CC2)sc2c1CCC2	-5	-5	8
CN(CCc1ccccc1)c1nc(-c2cccc(F)c2F)nc2ccccc12	-1	-4	1
CCOCCOc1nc(-c2ccc(C)cc2)n(-c2ccc(NCC(C)O)cc2)n1 (stereo not drawn)	-2	-3	0
COCCn1c(-c2c[nH]c(C(=O)N3CCCC3)c2)csc1=Nc1ccccc1F	-12	x	5
O=C(NCCc1ccc(C(F)(F)F)cc1)C1=COCCO1	-19	x	13
O=C(c1cccc(CSc2nc(Cl)cc(N3CCOCC3)n2)c1)N1CCCC1	-5	-7	13

Reprinted from the part before: four compounds, followed by the next part.
compound	hcGAS inh	mcGAS lum	NPYLR7 agonist
CCOCCOc1nc(-c2ccc(C)cc2)n(-c2ccc(NCC(C)O)cc2)n1 (stereo not drawn)	-2	-3	0
COCCn1c(-c2c[nH]c(C(=O)N3CCCC3)c2)csc1=Nc1ccccc1F	-12	x	5
O=C(NCCc1ccc(C(F)(F)F)cc1)C1=COCCO1	-19	x	13
O=C(c1cccc(CSc2nc(Cl)cc(N3CCOCC3)n2)c1)N1CCCC1	-5	-7	13
COCCCn1c(SC(C(=O)NC2CC2)c2ccccc2)nnc1-c1ccccc1Cl (stereo not drawn)	-5	x	0
COc1ccc(CNc2n[nH]c(=S)s2)cc1	-3	x	15
CCC#CCN1Cc2ccccc2N(C(=O)c2ccno2)CCC1=O	-3	-5	0
C=CCN(CC1CC(c2ccc(Cl)cc2)=NO1)C(=O)c1cccs1 (stereo not drawn)	0	-8	x
CC(C)N1C(=O)C2(CCCC2)C1C(=O)NC1CC1 (stereo not drawn)	-5	-4	x
Cc1onc(-c2ccccc2Cl)c1C(=O)NCC12CC3CCC(CC(C3)C1)C2	2	-4	-10
CCCCCCCCCCCCCCCCCCN(C)C	-3	x	-16
Cc1nn(C2CCS(=O)(=O)C2)c2nc(-c3cccs3)cc(C(=O)N3CCCC(C)C3)c12 (stereo not drawn)	-4	-8	1
O=C(NCc1c(-c2ccccc2)nc2n1CCS2)C1c2ccccc2Oc2ccccc21	-6	x	5
COc1cc(OC)cc(-c2nnc(SCC(=O)NCC3CCCO3)n2-c2ccccc2C)c1 (stereo not drawn)	1	-5	3
Cc1nccn1C(C)c1nc(C2CC2)nn1-c1cccc2cccnc12 (stereo not drawn)	-6	x	1
COc1ccccc1-n1ncc2c(C)nnc(SC)c21	-6	-7	-7
CCCCCCCCN(Cc1nccn1C)C(=O)Cc1ccc2c(c1)OCO2	3	x	6
CCC(=O)C1=C(c2ccc(CC)cc2)N(C(=O)CC)n2c(C)nnc2S1	-6	x	2
Cn1ccc2c(C(=O)OC[C@H]3COC(C)(C)O3)cccc21	-6	x	9
CCC(C)C(NC(=O)CSc1ccccc1)C(=O)Nc1nnc(-c2cccc(C)c2)s1 (stereo not drawn)	-4	-4	10
COc1ccc(S(=O)(=O)NCC2CCCN(C(=O)c3occc3C)C2)cc1 (stereo not drawn)	-11	x	11
COc1ccc(-n2ccnc(SCC(=O)c3ccc(OC)c(OC)c3)c2=O)cc1	-8	-9	25
CC1(C(=O)Nc2ccc3c(c2)OCCO3)CCN1C(=O)CCc1cccs1 (stereo not drawn)	-7	-3	9
CCCCNS(=O)(=O)c1ccc2[nH]c(=S)[nH]c2c1	-2	-3	5
CC(C)Nc1ccc(C(=O)Nc2ccccc2)cn1	-1	-3	-4
CCc1ccc(C(=O)N(CCOC)Cc2nc3ccccc3o2)cc1	-4	-7	0
Cc1cccc2sc(N3C(=O)C4C5C=CC(C5)C4C3=O)nc12 (stereo not drawn)	-6	-5	-11
O=C1C2C3C=CC(O3)C2C(=O)N1c1ccccc1Br (stereo not drawn)	-6	-3	16
Cc1ncc(C(=O)NCc2nc3c(s2)CCCC3)c(C)n1	-4	-12	19
COc1ccc(C(=O)N2CCN(c3ncccc3NC(=O)c3ccc4c(c3)OCO4)CC2)cc1F	0	-7	20
Cc1nc(CN2CCN(Cc3cccc(F)c3)CC2)co1	-5	-10	4
CCOC(=O)Cc1csc2ncc(NC(=O)c3ccc(F)cc3)c(=O)n12	-5	x	7
CCCCn1c(SCC(=O)N2CCCCC2)nc2c(-c3ccccc3)c[nH]c2c1=O	-8	-9	-5
CSc1ccc(C(=O)N2CCC(n3c(C)nc4cc(C(F)(F)F)ccc43)CC2)cc1	-5	-7	-1
CC(C)(C)c1ccc(CC2CCN(C(=O)c3cc(F)cc(C(F)(F)F)c3)CC2)cc1	-1	-6	2
N#Cc1c[nH]n2c(NC3CCCCC3)c(-c3cccs3)nc12	-6	x	1
O=C(NCc1cccnc1Oc1ccccc1F)c1n[nH]c2c1CCCC2	-3	-9	31
CCc1nnc(C2CCN(C(=O)C(C)(C)C)CC2)s1	-2	-6	-7
Cc1cnc(NC(=O)c2ccc3c(c2)OCO3)s1	-12	-7	-18
Cc1cc(=O)[nH]c(C(C)N2CCN(c3nc(C)ns3)CC2)n1 (stereo not drawn)	-2	x	8
Cc1cnc(C(=O)NCCCCCCNC(=O)c2cnc(C)cn2)cn1	-5	-10	6
CC(C)(CNCc1ccc(-c2ccccc2Br)s1)N1CCS(=O)CC1	-6	x	6
CC(=O)c1csc(NC(=O)C2CCN(C(=O)c3ccsc3)CC2)n1	-14	-6	8
O=c1c2cc(Cl)ccc2ncn1CCCOc1ccc(Cl)cc1	-8	x	-8
CC(=O)c1cn(CC(=O)NC2CCC(n3cnnc3)CC2)c2ccccc12 (stereo not drawn)	-2	x	-2
CCCCCC(=O)Nc1c(-c2cccc(OC)c2)nc2ccccn12	-2	-5	-10
CN(c1ccccc1)S(=O)(=O)c1cccc(C(=O)NC(C)(C)C)c1	2	x	-12
Cc1noc(C(NC(=O)CCC(=O)c2ccccc2)C(C)C)n1 (stereo not drawn)	-5	x	1
CSc1ccc2cc(CN3CCC(N(C)CCO)CC3)c(=O)[nH]c2c1	-9	-5	x
COc1cc(CNC(=O)/C=C(/c2ccc(Cl)cc2)C(F)(F)F)ccc1O	-11	-14	0
COC(=O)C(=O)N1CCN(c2nc3nccc(-c4ccc(N5CCOCC5)cc4)n3n2)CC1	-8	-7	x
Cc1ccc(C(=O)CSc2nc3ccccc3c(=O)n2-c2cccnc2)cc1	-4	-9	-1
Cc1ccc(NC(=O)NC2CCCCC2CO)c(C)c1 (stereo not drawn)	-5	x	8
CNc1nnc(SCC(=O)c2c(N)n(C3CC3)c(=O)[nH]c2=O)s1	-3	x	8
COCCn1cncc1CNC(=O)c1cc(NC(C)=O)ccc1Cl	-2	-16	12
CN(Cc1ccco1)C(=O)c1ccccc1N1CCC(NC(=O)c2ccc(Cl)c(Cl)c2)CC1	-5	-4	2
Cc1c(C(=O)N(C)Cc2ccco2)sc2ncnc(N3CCCCCCC3)c12	-6	-26	3
O=c1c2ccccc2c(-c2ccc(Cl)cc2)nn1-c1ccccc1	-6	-7	30
O=C(NCc1ccc(F)cc1)c1cc(-c2cccs2)nn1-c1ccccc1Cl	-5	-4	-1
O=[N+]([O-])c1ccccc1OCc1nc2ccccc2c2ccccc12	-4	-3	-1
Clc1ccccc1-c1nc(N2CCN(c3ccccc3)CC2)nc2ccc(Br)cc12	-4	-3	20
O=C(c1cccs1)C1CCCN(C(=O)c2cn(CCc3ccccc3)nn2)C1 (stereo not drawn)	-7	x	10
COc1ccc(NC(=O)C(C2CCCC2)N2CCN(C(=O)c3cccc(C)c3)CC2)cc1 (stereo not drawn)	-7	-6	-1
O=C(NC1CCN(c2ccccc2C(=O)N2CCc3ccccc3C2)CC1)c1cc(F)cc(F)c1	-7	-5	-1

Next part; it opens with the 3 that closed the last part.
Results follow in this order: hcGAS inh, mcGAS lum, NPYLR7 agonist
> O=C(c1cccs1)C1CCCN(C(=O)c2cn(CCc3ccccc3)nn2)C1 (stereo not drawn)
 : -7, x, 10
> COc1ccc(NC(=O)C(C2CCCC2)N2CCN(C(=O)c3cccc(C)c3)CC2)cc1 (stereo not drawn)
 : -7, -6, -1
> O=C(NC1CCN(c2ccccc2C(=O)N2CCc3ccccc3C2)CC1)c1cc(F)cc(F)c1
 : -7, -5, -1
> Cc1cc(C)nc(NS(=O)(=O)c2ccc(NC(=S)NC(=O)c3ccc(Cl)cc3Cl)cc2)n1
 : -1, -4, -1
> O=S(=O)(c1ccc(F)c(Cl)c1)N1CCCN(c2nc3ccccc3nc2-c2ccccc2)CC1
 : 2, 2, 6
> N#CCCN(C(=O)c1ccc2nonc2c1)C1CC1
 : -10, x, 7
> CN(C(=O)COc1coc(CN2CCN(c3ccccc3)CC2)cc1=O)c1ccccc1
 : -2, -6, -1
> CN1CCn2nc(C(=O)NCCn3nc(-c4ccccc4)ccc3=O)cc2C1
 : -12, x, -3
> C/C(=C/C(=O)NC1CCN(C(=O)C(C)C)CC1)c1ccccc1Cl
 : -8, x, -1
> COCCCN(Cc1c(-c2ccc(F)cc2)noc1N1CCN(C)CC1)C(=O)c1ccc(OC)cc1
 : -3, -4, -3
> O=C(Nc1ccc2c(c1)CCN2C(=O)c1ccoc1)C1CC(c2ccccc2)=NO1 (stereo not drawn)
 : -5, x, 2
> C=CCNC(=O)C1CC(=O)N(C2CCCCCC2)C1 (stereo not drawn)
 : -9, x, 22
> Cc1cc(C)n(CC2CCCCN2Cc2c(C)nn(C)c2Cl)n1 (stereo not drawn)
 : -3, x, 7
> CC(C)c1nc(CN(C)C(=O)C2CCC(=O)N(CCc3ccccn3)C2)no1 (stereo not drawn)
 : 3, x, 4
> C=CCNC(=O)N1C[C@@H](C(=O)OCC)[C@@H]2Oc3cc(OC)ccc3[C@@H]21
 : -8, -5, 2
> O=C(Nc1ccc(-c2noc(-c3cccs3)n2)cc1)c1cccc(Cl)c1
 : -3, x, -2
> CCSC1CCC1(O)CNC(=O)c1c(F)cc(F)cc1F (stereo not drawn)
 : 0, x, -13
> CN(CC1CCCN(CCc2ccccc2F)C1)C(=O)c1ccnn1C (stereo not drawn)
 : -8, x, 6
> CCCCC(=O)Nc1ccc(N2CCCCC2)c(C(=O)NCc2ccccc2)c1
 : -7, -6, 2
> CCOC(=O)c1cc(-c2cccc(NC(=O)c3ccc4c(c3)OCCN4C)c2)n(-c2ccccc2C)n1
 : -8, -7, 2
> O=C1c2ccccc2NC(c2cccc(O)c2)N1c1ccccc1 (stereo not drawn)
 : -6, 1, -7
> COC(C)CCOC(=O)c1cc(C(C)C)[nH]n1 (stereo not drawn)
 : -16, x, -5
> Cc1ccccc1COc1cn(CC(=O)NC2CCCC2)c(C)cc1=O
 : -5, -5, 1
> CCN(CCO)Cc1cn(C)nc1-c1ccc(C2CCCCC2)cc1
 : -5, x, 6
> O=C(NCc1cc(C2CC2)n[nH]1)c1ccc2oc(Cc3ccccc3)nc2c1
 : -4, x, 11
> COc1ccccc1N(CN1C(=O)c2cc(Cl)c(Cl)cc2C1=O)C(C)=O
 : 1, 2, 1
> COc1cc(N2CCC3(CC2)[C@H](O)C[C@@H]3OC)nc(N)n1
 : -9, -4, x
> O=C(c1cccc(CSc2cc(Cl)ccc2Cl)c1)N1CCOCC1
 : 5, x, 25
> O=C(NC1CCCCC1)N1CCC(n2cc(-c3ccccn3)nn2)CC1
 : -5, x, 8
> CC(C)Nc1nc(Cl)nc(NC(C)(C)CO)n1
 : -4, -3, 9
> CCOc1ccc(C(=O)CSc2nc3sc(C)cc3c(=O)n2C)cc1
 : -6, x, -9
> O=C(O)c1[nH]ncc1CN1CCCC(C(=O)c2ccc(C(F)(F)F)cc2)C1 (stereo not drawn)
 : -6, x, 3
> CN1CCN(C(=O)c2cn(Cc3cccc4ccccc34)nn2)CC1c1ccccc1 (stereo not drawn)
 : -9, -7, -3
> COc1cccc(-n2c(SCc3ccccc3)nc3c(c2=O)SCC3)c1
 : -6, -9, -4
> CC(C)C(Cc1ccc(F)cc1)NC(=O)N1CCNC(=O)CC1 (stereo not drawn)
 : -4, x, -1
> CCCCc1ccc(Nc2nnc(C)c(=O)[nH]2)cc1
 : -5, x, 10
> CC(C)N(C#N)c1nc(N2CCOCC2)nc(N2CCOCC2)n1
 : -8, x, -3
> CC(NC(=S)NC1CCCCC1)C(c1cccs1)N1CCCC1 (stereo not drawn)
 : -6, x, 15
> CCCC(C)c1nnc(NC(=O)c2cnc(-c3ccccn3)nc2)s1 (stereo not drawn)
 : -2, x, -3
> CCc1nc(C2CCN(C(=O)c3nc4cccc(C)n4c3F)CC2)cc(=O)[nH]1
 : -2, x, 0
> NC(=O)C1CN(C(C(=O)Nc2ccc(F)cc2)c2ccccc2)CCO1 (stereo not drawn)
 : -5, -12, -1
> CC1C(=O)N(c2cccc(C(F)(F)F)c2)CCN1C(=O)c1ccco1 (stereo not drawn)
 : 0, 3, -9
> OCc1ccccc1O
 : -3, x, -5
> O=C(c1ccc(OC(F)F)cc1)N1CCOC(COCc2c(Cl)cccc2Cl)C1 (stereo not drawn)
 : -7, -3, 15

Bioassay records (PubChem)
